Bioassay records: PubChem, Broad Institute
C diff HTS: C. difficile growth inhibition | Clostridium difficile clinical isolate growth, OD600, 24 h; hits give low values | growth activity, negative = inhibition, % at 16 µg/mL (by protocol) | hit rate 0.25% among 86,000 | AID 1259249;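 active = mean growth activity at or below -80% and every replicate also at or below -80%; inconclusive = mean at or below -80% but some replicate above -80%; inactive = mean growth activity above -80%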;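 also: 0% = DMSO wells and -100% = levofloxacin 16 µg/mL wells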
Pf Dd2 inh: blocks growth of Plasmodium falciparum Dd2 parasites | P. falciparum Dd2 growth, SYBR Green, 72 h; hits give low values | activity change, % at 10 µM | hit rate 2.3% among 94,000 | AID 1159554; in the data active = activity change below about -80%; inconclusive = no clear call, values can overlap the other calls
GASC1 inh: KDM4C (human) demethylase inhibition; hit rate 0.15% among 96,000; inhibition, % at 12.5 µM; AID 720574; Q9H3R0; GST-KDM4C 2-372, H3K9me3 peptide, LANCE TR-FRET;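 active = mean replicate inhibition above about 25%, with at least 55% of replicates also reaching it, limit read from the data, passing the limit was not always enough; inconclusive = only one of those two conditions met; inactive = neither condition met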
Target sequence (Q9H3R0 2-372 limits assumed): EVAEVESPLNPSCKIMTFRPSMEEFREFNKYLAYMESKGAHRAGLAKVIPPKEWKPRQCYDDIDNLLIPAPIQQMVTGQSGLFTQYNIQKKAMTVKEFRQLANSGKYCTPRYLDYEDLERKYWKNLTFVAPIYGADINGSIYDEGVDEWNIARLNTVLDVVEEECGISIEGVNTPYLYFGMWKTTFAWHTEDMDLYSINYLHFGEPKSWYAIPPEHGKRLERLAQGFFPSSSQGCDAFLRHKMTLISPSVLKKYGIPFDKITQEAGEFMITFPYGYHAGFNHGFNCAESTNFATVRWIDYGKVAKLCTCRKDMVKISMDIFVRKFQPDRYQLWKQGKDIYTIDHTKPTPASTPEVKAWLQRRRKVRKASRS
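Material: GST-tagged GASC-1 (JMJD2C) catalytic fragment, aa 2-372. Input: enzyme final amount 10 nM. Medium: HEPES buffer, pH 7.5, plus ascorbate. Reagent: H3K9me3 peptide substrate, Fe(II), 2-oxoglutarate. Doses: single dose. Times: reaction 30 min RT, detection step 1 h RT. Measured by: LANCE TR-FRET. Evaluation: Fall in 671/618 emission ratio as inhibition.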
T cruzi growth: blocks T. cruzi growth in NIH3T3 culture | inhibition, % at 8.34 µM | T. cruzi beta-gal in NIH3T3, GalScreen luminescence, 90 h | hit rate 5.9% among 77,000;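 active = mean inhibition above about 93%, with at least 55% of replicates each passing it, limit read from the data, passing the limit was not always enough; inconclusive = only one of those two conditions holds; inactive = neither condition holds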
* marks the source's active call; other numbers are inactive results; ? = inconclusive; . = no result given; & = joins results of further samples.

SMILES | C diff HTS | Pf Dd2 inh | GASC1 inh | T cruzi growth
CCCNC(=O)C[C@@H]1C[C@H]2c3cc(NC(=O)NC4CCCCC4)ccc3O[C@H]2[C@H](CO)O1 | 0 | -1 | -0.7 | -31
CO[C@@H]1CN(C)C(=O)c2cc(NS(=O)(=O)c3ccc(C)cc3)ccc2OC[C@H](C)N(Cc2nccs2)C[C@H]1C | 9 | -14 | 0.7 | 23
CCCNC(=O)C[C@H]1CC[C@@H]2[C@H](COC[C@@H](O)CN2C(=O)Nc2cccc(Cl)c2)O1 | 66&0 | -28 | 0.7 | .
CCCNC(=O)N1C[C@@H]2N[C@H](C1)C2c1ccc(-c2ccc(F)cc2)cc1 (some centres undefined) | 1&0 | -17&-44 | -1.7&-2.8 | .
COCC(=O)Nc1ccc2c(c1)[C@H]1C[C@H](CC(=O)NCc3cccc(F)c3)O[C@H](CO)[C@H]1O2 | 0 | 3 | -1.6 | .
C[C@H]1CN([C@@H](C)CO)C(=O)c2cc(NC(=O)Nc3ccccc3)ccc2O[C@@H]1CN(C)Cc1ccc2c(c1)OCO2 | -5 | -32 | 6.3 | -1
C[C@H]1CN([C@@H](C)CO)C(=O)c2cc(NC(=O)NC3CCCCC3)ccc2O[C@H]1CN(C)Cc1ccc(C(F)(F)F)cc1 | . | 2 | -1.4 | 110
O=C(N[C@@H]1CC[C@H](CCn2cc(-c3cccnc3)nn2)O[C@H]1CO)c1ccccc1F | . | -11 | 2.1 | -25
O=C(Nc1ccc(F)cc1)N[C@@H]1C=C[C@@H](CC(=O)N2CCCCC2)O[C@H]1CO | -3 | -4 | -0.7 | 29
C[C@H]1CN([C@@H](C)CO)C(=O)c2cc(NS(=O)(=O)c3ccc(Cl)cc3)ccc2O[C@@H]1CN(C)Cc1ccc(Cl)c(Cl)c1 | 43 | 3 | 0.7 | 89
CCCC(=O)Nc1ccc2c(c1)C(=O)N(C)[C@H]1CC[C@H](CC(=O)NCCN3CCCCC3)O[C@H]1CO2 | -5 | 16 | 1.7 | -22
COc1ccc(S(=O)(=O)N(C)C[C@H]2Oc3ccc(NS(=O)(=O)c4c(C)noc4C)cc3C(=O)N([C@@H](C)CO)C[C@@H]2C)cc1 | 2 | -52 | 1.6 | 21
O=C(NCC[C@H]1CC[C@H](NS(=O)(=O)c2ccccc2)[C@H](CO)O1)c1ccc2c(c1)OCO2 | -4 | 1 | -0.6 | 83
C[C@H](CO)N1C[C@H](C)[C@@H](CN(C)C(=O)Nc2ccc3c(c2)OCO3)Oc2ccc(NC(=O)CCCN(C)C)cc2C1=O | -6 | 40 | 1.4 | .
C[C@@H]1CN([C@@H](C)CO)C(=O)c2cc(NC(=O)Nc3cccc4ccccc34)ccc2O[C@@H]1CN(C)C(=O)NC1CCCCC1 | -8 | -5 | -2.6 | 45
C[C@@H]1CCCCO[C@H](CN(C)C(=O)Nc2cccc3ccccc23)[C@@H](C)CN([C@@H](C)CO)C(=O)c2cc(NC(=O)Nc3ccc(C(F)(F)F)cc3)ccc2O1 | 1 | -81* | -1.9 | 77
O=C(C[C@@H]1CC[C@@H]2[C@H](COC[C@H](O)CN2C(=O)c2ccc3c(c2)OCO3)O1)NCCN1CCCC1 | -1 | 13 | 1.2 | .
Cc1ccc(-c2ccc3c(c2)O[C@H](CN(C)C)[C@H](C)CN([C@H](C)CO)S3(=O)=O)cc1 | -2 | 8 | 0.4 | -34
CCCC#Cc1ccc([C@H]2[C@@H](CO)N3C(=O)CN(C(=O)c4cccnc4)C[C@H]23)cc1 | -3 | -22 | -1.1 | .
Cc1noc(C)c1NC(=O)N[C@H]1CC[C@@H](CCNC(=O)C2CCC2)O[C@H]1CO | 1 | -10 | -1.1 | .

In another format: results already given.
Cc1ccc(-c2ccc3c(c2)O[C@H](CN(C)C)[C@H](C)CN([C@H](C)CO)S3(=O)=O)cc1
- C diff HTS: -2
- Pf Dd2 inh: 8
- GASC1 inh: 0.4
- T cruzi growth: -34
CCCC#Cc1ccc([C@H]2[C@@H](CO)N3C(=O)CN(C(=O)c4cccnc4)C[C@H]23)cc1
- C diff HTS: -3
- Pf Dd2 inh: -22
- GASC1 inh: -1.1
- T cruzi growth: .
Cc1noc(C)c1NC(=O)N[C@H]1CC[C@@H](CCNC(=O)C2CCC2)O[C@H]1CO
- C diff HTS: 1
- Pf Dd2 inh: -10
- GASC1 inh: -1.1
- T cruzi growth: .

Other compounds follow.
SMILES | C diff HTS | Pf Dd2 inh | GASC1 inh | T cruzi growth
C[C@H]1CCCCO[C@@H](CN(C)Cc2ccc(C(=O)O)cc2)[C@@H](C)CN([C@@H](C)CO)C(=O)c2cc(NS(=O)(=O)c3ccc(Cl)cc3)ccc2O1 | -5 | -45 | 0.8 | 13
CCC(=O)N1CC[C@@H]2[C@@H](CO)Nc3ccc(C#Cc4ccccc4F)cc3[C@@H]21 | -3 | -15 | 11 | .
COc1ccc(S(=O)(=O)N(C)C[C@H]2Oc3c(cccc3N(C)C)C(=O)N([C@H](C)CO)C[C@@H]2C)cc1 | 3 | -17 | 1.8 | 36
CCC(=O)N1CCC2(CC1)CN(CC1CCOCC1)[C@H](CO)c1c2c2ccc(OC)cc2n1C | -3 | -33 | -1.3 | .
C[C@H]1CN([C@@H](C)CO)C(=O)Cc2cc(NS(=O)(=O)c3cn(C)cn3)ccc2O[C@@H]1CN(C)S(=O)(=O)c1ccc(Cl)cc1 | -5 | 29 | -0.1 | -11
C[C@@H]1CN([C@@H](C)CO)C(=O)c2cccc(NS(=O)(=O)c3cccs3)c2O[C@H]1CN(C)S(=O)(=O)c1cn(C)cn1 | . | -1 | 2.3 | -21
C[C@@H]1CN([C@H](C)CO)C(=O)c2cc(-c3ccc(C#N)cc3)cnc2O[C@H]1CN(C)C(=O)Nc1ccccc1 | -7 | 17 | -0.9 | 33
C[C@@H]1CN([C@@H](C)CO)S(=O)(=O)c2ccc(-c3ccc(C(=O)N(C)C)cc3)cc2O[C@@H]1CN(C)C(=O)C1CCOCC1 | 22 | -8 | -2.6 | -11
Cc1noc(C)c1NC(=O)Nc1cccc2c1O[C@H](CN(C)C(=O)Nc1ccc3c(c1)OCO3)[C@@H](C)CN([C@@H](C)CO)C2=O | -6 | 33 | -0.1 | 9
O=C1CNC[C@H]2[C@@H](c3ccc(C4=CCCC4)cc3)[C@H](CO)N12 | 1 | -3 | 17 | .

One compound at a time, as listed above. Values in the order: C diff HTS, Pf Dd2 inh, GASC1 inh, T cruzi growth
Entry for C[C@H]1CCCCO[C@@H](CN(C)Cc2ccc(C(=O)O)cc2)[C@@H](C)CN([C@@H](C)CO)C(=O)c2cc(NS(=O)(=O)c3ccc(Cl)cc3)ccc2O1 → -5, -45, 0.8, 13
Entry for C[C@H]1CN([C@@H](C)CO)C(=O)Cc2cc(NS(=O)(=O)c3cn(C)cn3)ccc2O[C@@H]1CN(C)S(=O)(=O)c1ccc(Cl)cc1 → -5, 29, -0.1, -11
Entry for CCC(=O)N1CCC2(CC1)CN(CC1CCOCC1)[C@H](CO)c1c2c2ccc(OC)cc2n1C → -3, -33, -1.3, .
Entry for CCC(=O)N1CC[C@@H]2[C@@H](CO)Nc3ccc(C#Cc4ccccc4F)cc3[C@@H]21 → -3, -15, 11, .
Entry for O=C1CNC[C@H]2[C@@H](c3ccc(C4=CCCC4)cc3)[C@H](CO)N12 → 1, -3, 17, .

Continuation.
SMILES | C diff HTS | Pf Dd2 inh | GASC1 inh | T cruzi growth
Cc1cccc(S(=O)(=O)N[C@@H]2CC[C@H](CCn3cc(-c4ccccn4)nn3)O[C@H]2CO)c1 | 0 | -12 | 1.0 | 59
C[C@H]1CN([C@@H](C)CO)C(=O)Cc2cc(NC(=O)C3CC3)ccc2O[C@H]1CN(C)C(=O)Nc1ccc(C(F)(F)F)cc1 | 0 | 10 | 0.3 | 84
CC(C)CC#Cc1ccc2c(c1)O[C@@H](CN(C)C(=O)c1cnccn1)[C@H](C)CN([C@@H](C)CO)S2(=O)=O | -1 | -6 | -0.7 | .
C/C=C/c1ccc([C@H]2[C@@H](CO)N(C(C)=O)[C@@H]2CN(CCC)C(=O)C2CC2)cc1 | 2 | -12 | 3.1 | .
COc1ccc2c3c([nH]c2c1)[C@@H](CO)N(C(=O)CN(C)C)CC31CN(Cc2ccccc2)C1 | 2 | -55 | -0.1 | .
O=C(c1cccnc1)N1C[C@H]2[C@@H](c3ccccc31)[C@H](CO)N2C(=O)Nc1ccc(F)cc1 | 3 | -25 | 8.1 | -7
C[C@@H]1CCCCO[C@H](CN(C)C)[C@H](C)CN([C@@H](C)CO)C(=O)c2cc(NC(=O)CCCN(C)C)ccc2O1 | -4 | 26 | 1.3 | 24
C[C@H]1CN([C@@H](C)CO)C(=O)c2cccc(NS(=O)(=O)c3ccc(Cl)cc3)c2O[C@@H]1CN(C)Cc1ccc(-c2ccccc2)cc1 | 19 | -13 | -0.7 | 73
CCCNC(=O)C[C@@H]1C[C@@H]2c3cc(NC(=O)C4CCC4)ccc3O[C@@H]2[C@@H](CO)O1 | -1 | 12 | 4.1 | -36
CC(=O)N1[C@H](CO)[C@@H](c2ccccc2)[C@@H]1CN(C)C(=O)C1CCC1 | 4 | 12 | 0.4 | 22
C/C=C/c1ccc2c(c1)O[C@@H](CN(C)C(=O)c1cnccn1)[C@H](C)CN([C@@H](C)CO)S2(=O)=O | 1 | 1 | -0.2 | .
COc1ccc(OC(=O)N(C)C[C@H]2OCc3cn(nn3)CCCC(=O)N([C@@H](C)CO)C[C@@H]2C)cc1 | . | 21&1 | 0.4 | 0&-12
CCCC#Cc1ccc([C@H]2[C@@H](CO)N3CCCCN(C(=O)NC4CCCC4)C[C@H]23)cc1 | 1 | -79 | 0.2 | ?
O=C(NCC[C@H]1CC[C@H](NS(=O)(=O)c2cccc(F)c2)[C@H](CO)O1)C1CCCC1 | -5 | -6 | -1.4 | .
C[C@@H]1CCCCO[C@H](CN(C)C(=O)Cc2ccccc2)[C@H](C)CN([C@@H](C)CO)C(=O)c2cc(NC(=O)Nc3ccccc3)ccc2O1 | . | -34 | 0.7 | -10
C[C@H](CO)N1C[C@H](C)[C@@H](CN(C)S(=O)(=O)c2cn(C)cn2)Oc2ccc(NC(=O)CCCCCC(=O)Nc3ccccc3N)cc2CC1=O | -4 | 24 | -0.7 | 42
CCCN1C[C@@H](C)[C@@H](OC)CN(C)C(=O)c2ccc(NC(=O)c3ccccc3F)cc2OC[C@@H]1C | . | -7 | 1.1 | -56
CCCNC(=O)N1C[C@@H]2[C@H](c3ccccc31)[C@@H](CO)N2C(=O)CN1CCOCC1 | 2 | 15 | -1.1 | 19
O=C(C[C@@H]1C[C@@H]2c3cc(NC(=O)Cc4ccncc4)ccc3O[C@@H]2[C@@H](CO)O1)NCc1ccc2c(c1)OCO2 | 5 | -5 | 2.1 | .
CO[C@H]1CC[C@H]2CCN(C)C(=O)[C@@H](C)[C@@H](OC)CN(C)C(=O)c3cc(C#N)ccc3OC[C@@H]1O2 | . | 18 | 0.0 | 20
COc1ccc(NC(=O)Nc2cccc3c2O[C@H](CN(C)C(=O)Nc2ccc(OC)cc2)[C@H](C)CN([C@H](C)CO)C3=O)cc1 | -14 | -53 | -0.8 | -6
O=C(c1cnccn1)N1CC(=O)N2[C@H](CO)[C@H](c3ccc(C#CCc4ccccc4)cc3)[C@@H]2C1 | 49 | -23 | 0.4 | .
N#Cc1cccc(-c2ccc([C@H]3[C@@H](CO)N4CCCCN(C(=O)Nc5ccc(F)cc5)C[C@H]34)cc2)c1 | 35 | -11 | 0.5 | 84
C[C@@H]1CCCCO[C@H](CN(C)C(=O)Nc2ccccc2)[C@H](C)CN([C@H](C)CO)C(=O)c2cc(NS(C)(=O)=O)ccc2O1 | 0 | -57 | 7.0 | 31
CCCNC(=O)N1CC2(CN(C(=O)c3cnccn3)C2)c2c([nH]c3cc(OC)ccc23)[C@H]1CO | -4 | 4 | 0.0 | .
O=C(c1ccccc1F)N1CC[C@@H]2[C@H]1c1cc(-c3cccc(F)c3)ccc1N[C@@H]2CO | -5 | 1 | -1.2 | 54
CN(C)CC(=O)Nc1ccc2c(c1)[C@@H]1C[C@@H](CC(=O)NCCN3CCCCC3)O[C@@H](CO)[C@@H]1O2 | -6 | 24 | 1.1 | .
C[C@@H]1CN([C@@H](C)CO)C(=O)Cc2cc(NC(=O)Nc3ccc4c(c3)OCO4)ccc2O[C@@H]1CN(C)S(=O)(=O)c1cccs1 | 6 | 11 | 0.2 | -35
C[C@@H]1CN([C@@H](C)CO)S(=O)(=O)c2ccc(Br)cc2O[C@@H]1CN(C)Cc1ccccc1 | 2 | -5 | -1.3 | 62
CCNC(=O)[C@H]1[C@H](CO)[C@H]2Cn3c(cccc3=O)[C@@H]1N2CC1CCOCC1 | -6 | -1 | 0.1 | .
C[C@@H]1CN([C@H](C)CO)S(=O)(=O)c2ccc(C#Cc3ccccc3)cc2O[C@@H]1CN(C)S(=O)(=O)c1cn(C)cn1 | -16 | -60 | -0.8 | 42
